Source: PubChem (Broad Institute)
Xi reactivation: X-chromosome reactivation activator. XiGFP mouse fibroblasts, % GFP-positive cells imaging, 3 d; cells co-treated with 5-aza-dC sensitizer; scaled so ellipticine positive control = 100%. activation, % at 7.58 µM. 360,000 compounds, 0.055% hits. AID 743238;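 active = mean normalized replicate activation at least 10% and every replicate at or above 10%; inconclusive = only one of the two criteria met; inactive = mean below 10% and not all replicates reach 10%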;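 note: 0% = median of on-plate neutral control wells and 100% = ellipticine 6 µM median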
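Material: XiGFP fibroblasts, SV40-immortalized; Buffer or medium: DMEM containing 5-aza-dC; Compound dosing: single point; Times: 3 days compound exposure.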
DENV2 CPE rescue: inhibitors of DENV2 cytopathic effect | CPE inhibition, % at 9.99 µM | 350,000 compounds, 1.7% hits | AID 651640 | DENV2-infected cells, cytopathic effect rescue, plate reader; in the data active = CPE inhibition above about 20%, passing the limit was not always enough; inconclusive = no clear call, values can overlap the other calls; tested in BHK-21 cells;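 note: 0% = median of neutral control wells and 100% = median of positive control wells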
ARNT-TACC3 inh: ARNT/TACC3 interaction disruption; Q9Y6A5; AlphaScreen His-ARNT PAS-B/GST-TACC3 binding, luminescence; TACC3 fragment carries E629A point mutation; inhibition, % at 9.99 µM; 390,000 compounds, 0.66% hits; AID 623870;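 active = mean inhibition of replicates at least 50% and at least half of replicates each reaching 50%; inconclusive = half or more replicates reach 50% but mean below 50%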;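 note: 0% = complete ARNT plus TACC3 wells and 100% = ARNT alone without TACC3; many hits fall short of the cut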
F508del corr: correctors of CFTR F508del function in bronchial epithelial cells; CFBE cells, YFP halide quenching; stimulated with forskolin plus potentiator P3; % fluorescence drop versus neutral controls; activity (quench increase), % at 7.58 µM; 350,000 compounds, 0.36% hits;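 active = mean added fluorescence quench of at least 8% versus neutral control, with both replicates also reaching 8%; inconclusive = only one of the mean or replicate conditions met; inactive = mean below 8% and not both replicates reaching 8%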;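 note: cells transiently co-express mutant CFTR-F508del with the halide-sensitive YFP; corrector assay measuring rescue of mutant channel to the surface after 24 h compound exposure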
PAX8 inh HTS: lowers PAX8-driven luciferase in RMG-I cells. inhibition, % at 12.6 µM. 360,000 compounds, 1.2% hits. RMG-I TPO-luciferase reporter, SteadyGlo, 24 h;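 active = mean replicate inhibition at least 60% with every replicate also reaching 60%; inconclusive = only one of the two criteria is met; inactive = mean below 60% and not all replicates reaching 60%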;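 note: luciferase light reporting Pax8 driven TPO promoter activity; plate controls were median of neutral control wells for no effect and mitoxantrone controls for full effect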
INS-1E GSIS act: GLuc luminescence reporter in INS-1E cells, primary screen for activators of glucose-dependent secretion of insulin. INS-1E GLuc reporter insulin secretion, 2-3 h. 370,000 compounds, 0.61% hits. activation, % at 16.6 µM. AID 743287;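 active = lowest replicate activation of at least 40%, so every replicate reaches that level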;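 note: 0% = median of neutral control wells and 100% = median of IBMX positive control wells; some compounds called inactive have numbers as strong as hits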
ERp5 block: inhibitors of human ERp5. 350,000 compounds, 0.05% hits. Q15084. inhibition, % at 9.99 µM. ERp5 insulin aggregation, absorbance 650 nm, 90 min. AID 651711;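 active = mean replicate inhibition above about 25%, with every replicate also reaching it, limit read from the data, passing the limit was not always enough; inconclusive = only one of those two criteria met; inactive = neither criterion met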
Target sequence (Q15084 whole entry, looked up): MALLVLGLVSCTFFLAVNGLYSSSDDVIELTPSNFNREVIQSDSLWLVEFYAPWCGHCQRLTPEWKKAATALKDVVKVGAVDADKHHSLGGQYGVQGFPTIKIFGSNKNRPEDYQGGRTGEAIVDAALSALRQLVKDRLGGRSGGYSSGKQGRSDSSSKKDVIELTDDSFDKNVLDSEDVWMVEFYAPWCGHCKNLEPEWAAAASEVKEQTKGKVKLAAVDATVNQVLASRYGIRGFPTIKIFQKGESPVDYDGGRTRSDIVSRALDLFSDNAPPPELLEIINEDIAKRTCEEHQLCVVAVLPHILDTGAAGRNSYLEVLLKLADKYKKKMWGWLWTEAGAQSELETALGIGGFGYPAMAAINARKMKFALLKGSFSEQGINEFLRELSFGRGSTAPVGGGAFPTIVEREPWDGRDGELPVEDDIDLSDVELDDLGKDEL
EWS-Fli inh: blocks EWS/Fli oncoprotein-driven transcription; A673 NR0B1-luciferase reporter, viability-normalised; inhibition, % at 12.6 µM; 350,000 compounds, 0.67% hits; AID 651661;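 active = mean inhibition of at least 50% after viability correction, with every replicate also passing that limit; inconclusive = mean reaches 50% but only one of two replicates passes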;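 note: firefly luciferase signal divided by Alamar Blue viability fluorescence both relative to DMSO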
* marks the source's active call; other numbers are inactive results; ? = inconclusive; / = no result given.

Order of results – ARNT-TACC3 inh	EWS-Fli inh	F508del corr	DENV2 CPE rescue	INS-1E GSIS act	PAX8 inh HTS	Xi reactivation	ERp5 block
1) CCN(CC)c1ccc(/C=N/Nc2ccc(C)cc2)c(O)c1
    11	-3	0.2	6	/	15	0.3	-5
2) Cc1cccc(C(O)c2ncc(-c3ccc(F)cc3)[nH]2)c1C (stereo not drawn)
    /	-4	-0.7	-2	-5	3	-0.2	0
3) CCOC(=O)c1c(O)c(Cl)c(C)[nH]c1=O
    -14	-3	-1.2	3	3	-9	0.0	-2
4) COc1ccc2nc(SCC(=O)NCc3ccc(OC)c(OC)c3)[nH]c2c1
    -10	-1	-0.8	-2	12	-34	0.0	-3
5) Cc1ccc(F)cc1C(=O)N1CCCC(C)(C(=O)NS(=O)(=O)C2CC2)C1 (stereo not drawn)
    /	-6	-3.0	-2	/	1	0.1	-3
6) NC(CSC1(c2ccccc2)c2ccccc2-c2ccccc21)C(=O)O (stereo not drawn)
    -1	-3	1.3	?	21	0	0.0	-8
7) Cc1ccc(-n2c(SCC(=O)Nc3cccc(S(=O)(=O)NC4=NCCCCC4)c3)nc3ccccc3c2=O)cc1C
    0	/	/	/	-21	-3	-0.1	/
8) CNC[C@@H]1Oc2c(NC(=O)Nc3ccc(OC)cc3)cccc2C(=O)N([C@H](C)CO)C[C@H]1C
    9	-6	0.2	1	11	-5	-0.4	0
9) Cc1ccc(S(=O)(=O)N2CCN(c3ccc(C(=O)N4CCOCC4)cc3[N+](=O)[O-])CC2)cc1
    4	/	/	/	-22	6	-0.1	/
10) CC(C)(O)C#Cc1ccc(CN2CCN(Cc3ccsc3)C(CCO)C2)cc1 (stereo not drawn)
    /	-8	-0.2	0	3	8	0.0	3

Later entries.
Order of results – ARNT-TACC3 inh	EWS-Fli inh	F508del corr	DENV2 CPE rescue	INS-1E GSIS act	PAX8 inh HTS	Xi reactivation	ERp5 block
11) COc1ccccc1NC(=O)N1CC(=O)N2[C@H](CO)[C@H](c3ccc(C#CC(C)C)cc3)[C@H]2C1
    /	0	2.5	0	-16	-7	0.2	-4
12) Cc1ccc(C(=O)Oc2coc(CSc3nnc(NC(=O)C4CC4)s3)cc2=O)cc1
    -4	15	/	0	-8	-1	0.0	1
13) Cn1c(=O)c2c(nc(SCCN3CCOCC3)n2C)n(C)c1=O
    -2	12	-3.7	-1	0	-1	0.1	-2
14) O=C(Cc1c(Cl)cccc1Cl)OCC(=O)N1CCN(C(=O)c2ccco2)CC1
    /	7	2.0	0	2	13	0.0	1
15) O=C(CSc1nnc(-c2ccco2)o1)Nc1c(F)cccc1F
    -2	-2	-1.8	-3	4	5	0.2	0
16) Nc1nnc2cc(Br)ccc2n1
    /	-7	1.3	-3	30	8	0.2	-13
17) COCCCNC(=O)Cn1c(=O)oc2cc(S(=O)(=O)N3CC(C)CC(C)C3)ccc21 (stereo not drawn)
    -3	5	-1.6	0	-8	7	0.0	3
18) COc1ccccc1CNC(=O)[C@H](C)NC(=O)C1CCN(C(=O)[C@@H](N)CC(C)C)CC1
    -1	0	2.6	-7	7	/	/	-4
19) COc1ccccc1S(=O)(=O)N(C)C[C@H]1Oc2cc(C#CCC(C)C)ccc2S(=O)(=O)N([C@@H](C)CO)C[C@H]1C
    -4	22	1.8	-4	1	/	0.0	0
20) C/C(N)=C(/C#N)C(=O)COC(=O)c1ccccc1C(=O)c1ccc(C)cc1
    6	-2	-1.1	2	-4	5	-0.1	1

Next records.
Order of results – ARNT-TACC3 inh	EWS-Fli inh	F508del corr	DENV2 CPE rescue	INS-1E GSIS act	PAX8 inh HTS	Xi reactivation	ERp5 block
21) COc1ccc(-c2coc3c(C(=O)Nc4cccc(NS(C)(=O)=O)c4)cccc23)c(C)c1
    /	-14	0.2	-5	11	-24	-0.1	1
22) COc1ccccc1CNS(=O)(=O)c1cc(C(=O)NCc2ccccn2)c(Cl)cc1Cl
    -2	-1	1.6	-5	4	-10	0.0	-4
23) CN(C)C(=O)c1ccc(-c2ccc([C@H]3[C@@H](C#N)N[C@@H]3CO)cc2)cc1
    /	-49	-1.2	7	0	-87	0.0	-5
24) CCN(CC)C(=O)c1sc2c(c1C)c(=O)n(-c1ccc(C)c(C)c1)c(=O)n2CC(=O)NCC1CCCO1 (stereo not drawn)
    4	7	-1.2	?	-7	-10	0.0	-1
25) O=C(NCCc1ccccc1)C1CCN(C(=O)Nc2ccccc2)CC1
    0	-26	-3.2	3	4	-41	0.0	3
26) CC(Oc1ccc2c3c(c(=O)oc2c1)CCCC3)C(=O)NCCCn1ccnc1 (stereo not drawn)
    5	3	2.5	-1	1	6	0.0	4
27) O=C(O)C[C@@H]1C[C@H]2c3cc(NC(=O)NC4CCCCC4)ccc3O[C@H]2[C@H](CO)O1
    -3	-1	-1.5	-1	8	-14	0.2	-5
28) COCc1cccc(-c2csc(C(O)c3cccc(OC)c3)n2)c1 (stereo not drawn)
    /	-15	-0.8	?	-15	-15	0.0	-7
29) Cc1noc(C)c1S(=O)(=O)Nc1ccc2c(c1)C(=O)N([C@@H](C)CO)C[C@@H](C)[C@H](CN(C)S(=O)(=O)c1cccs1)O2
    -4	-6	-3.3	-5	0	3	-0.5	-2
30) CCC(C)(C)NC(=O)c1ccc2c(c1)N(CC(=O)N1CCCC1)C(=O)C(C)(C)O2
    2	-5	1.3	-2	5	19	0.0	4

Going on with the list.
Order of results – ARNT-TACC3 inh	EWS-Fli inh	F508del corr	DENV2 CPE rescue	INS-1E GSIS act	PAX8 inh HTS	Xi reactivation	ERp5 block
31) Cc1ccc[n+](CC(=O)Nc2ccc(N(C)C)cc2)c1
    9	10	-2.4	0	9	6	0.0	0
32) CCCCCCSc1cc(-c2nc3ccc(C)cn3c2NCc2ccccc2)ccc1OC
    0	13	0.0	?	-32	1	-0.1	4
33) Cc1cc(C(=O)COC(=O)c2ccc(NC(=O)CC#N)cc2)c(C)n1C1CC1
    -6	-86	2.2	3	13	-160	0.3	-3
34) COC(=O)CCC(=O)OC1(C)C(=O)C=C2C=C(C3CC3)N(c3ccccc3)C=C2C1=O (stereo not drawn)
    40	-6	2.3	-11	8	-29	-0.3	2
35) Cc1ccc(S(=O)(=O)NCc2cccnc2)cc1C
    -9	-1	-2.0	7	20	16	0.2	1
36) Cc1cccnc1NC(=O)c1ccc(Cl)c(S(=O)(=O)N2CCCCC2)c1
    3	-1	-2.8	3	2	4	0.0	-9
37) CCCCCCCCCCn1ccc(=N)cc1
    -6	58*	-20	-17	-3	83*	0.2	-1
38) COc1ccccc1OCc1ccc(C(=O)Nc2ccccc2F)cc1
    -5	/	/	/	5	-105	0.0	/
39) O=C1c2ccccc2C(=O)N1S(=O)(=O)c1ccccc1
    -4	/	3.1	-7	10	4	0.3	-3
40) COc1ccc(CN2C[C@H](O)COC[C@H]3O[C@@H](CC(=O)NCc4ccccc4Cl)CC[C@@H]32)cc1
    -1	-7	-0.9	-3	-5	18	0.2	-1

Going on with the list.
Order of results – ARNT-TACC3 inh	EWS-Fli inh	F508del corr	DENV2 CPE rescue	INS-1E GSIS act	PAX8 inh HTS	Xi reactivation	ERp5 block
41) Cc1c(Nc2ccc(C=O)cc2)c(=O)n(-c2ccccc2)n1C
    -1	2	-3.6	11	8	11	0.0	-2
42) COc1cc2c(cc1OC)CN(C(=O)CCN1C(=O)C3CCCCC3C1=O)CC2 (stereo not drawn)
    -9	-3	-2.9	6	0	18	-0.1	1
43) Cc1ccc(S(=O)(=O)N(C)c2ccc3c(ncn3C)c2[N+](=O)[O-])cc1
    -8	-3	2.8	-26	/	-4	0.1	-10
44) O=C(c1cccnc1)N1C[C@@H]2[C@H](c3ccccc31)[C@H](CO)N2Cc1ccc2c(c1)OCO2
    -2	-4	3.3	-1	-5	6	0.0	-3
45) C[C@@H]1CCCCO[C@H](CN(C)C(=O)Nc2ccc(C(F)(F)F)cc2)[C@H](C)CN([C@H](C)CO)C(=O)c2cc(NS(C)(=O)=O)ccc2O1
    0	13	2.0	4	-4	-17	-0.8	4
46) CCN(CC)C(=O)C1CCCN(c2ccc([N+](=O)[O-])cc2/C=N/NC(=O)c2ccccc2)C1 (stereo not drawn)
    -4	/	/	/	-26	17	0.0	/
47) COC(=O)c1cc(=O)nc(NN=Cc2ccc(C)cc2)s1
    /	6	-0.1	-6	4	-24	0.2	-3
48) C[C@H]1CN([C@@H](C)CO)C(=O)c2cc(N(C)C)ccc2O[C@@H]1CN(C)Cc1ccc(C(=O)O)cc1
    /	-6	0.8	/	17	-22	0.6	/
49) C[C@@H]1CN([C@H](C)CO)C(=O)c2cccc(NC(=O)Nc3ccc(F)cc3)c2O[C@H]1CN(C)C(=O)Nc1ccc(F)cc1
    1	1	1.9	1	-2	/	0.1	-1
50) N#C[C@@H]1[C@H](c2ccc(C#CC3CCCC3)cc2)[C@@H](CO)N1C(=O)Nc1ccc(F)cc1
    8	8	5.7	-19	-40	-3	0.1	0

(listing goes on)
Order of results – ARNT-TACC3 inh	EWS-Fli inh	F508del corr	DENV2 CPE rescue	INS-1E GSIS act	PAX8 inh HTS	Xi reactivation	ERp5 block
51) COc1cccc(-c2ccc3c(c2)[C@@H]2[C@@H](CCN2C(=O)CN2CCOCC2)[C@@H](CO)N3)c1
    -12	-22	-2.0	19	18	-17	0.2	8
52) O=C(c1ccc([N+](=O)[O-])cc1[N+](=O)[O-])N1CCc2ccccc21
    2	4	-1.8	-3	-20	17	0.2	-1
53) Cc1cc(F)ccc1S(=O)(=O)N1CCC2(CC1)OCCN2S(=O)(=O)c1cccs1
    -5	-1	5.9	2	-26	6	0.1	1
54) O=C(CN1CCCCCC1)NCC1CCCO1 (stereo not drawn)
    3	4	0.7	-2	6	4	0.5	-4

8 entries already listed, ordered by heavy-atom count, falling:
Order of results – ARNT-TACC3 inh	EWS-Fli inh	F508del corr	DENV2 CPE rescue	INS-1E GSIS act	PAX8 inh HTS	Xi reactivation	ERp5 block
45) C[C@@H]1CCCCO[C@H](CN(C)C(=O)Nc2ccc(C(F)(F)F)cc2)[C@H](C)CN([C@H](C)CO)C(=O)c2cc(NS(C)(=O)=O)ccc2O1
    0	13	2.0	4	-4	-17	-0.8	4
48) C[C@H]1CN([C@@H](C)CO)C(=O)c2cc(N(C)C)ccc2O[C@@H]1CN(C)Cc1ccc(C(=O)O)cc1
    /	-6	0.8	/	17	-22	0.6	/
46) CCN(CC)C(=O)C1CCCN(c2ccc([N+](=O)[O-])cc2/C=N/NC(=O)c2ccccc2)C1 (stereo not drawn)
    -4	/	/	/	-26	17	0.0	/
44) O=C(c1cccnc1)N1C[C@@H]2[C@H](c3ccccc31)[C@H](CO)N2Cc1ccc2c(c1)OCO2
    -2	-4	3.3	-1	-5	6	0.0	-3
50) N#C[C@@H]1[C@H](c2ccc(C#CC3CCCC3)cc2)[C@@H](CO)N1C(=O)Nc1ccc(F)cc1
    8	8	5.7	-19	-40	-3	0.1	0
52) O=C(c1ccc([N+](=O)[O-])cc1[N+](=O)[O-])N1CCc2ccccc21
    2	4	-1.8	-3	-20	17	0.2	-1
47) COC(=O)c1cc(=O)nc(NN=Cc2ccc(C)cc2)s1
    /	6	-0.1	-6	4	-24	0.2	-3
54) O=C(CN1CCCCCC1)NCC1CCCO1 (stereo not drawn)
    3	4	0.7	-2	6	4	0.5	-4
